Screens (PubChem)
EPAC1 agonist: activates human EPAC1 exchange factor. actives 0.073% (n = 360,000). O95398. EPAC1 agonist qHTS, biochemical assay; response scale: 100% = response to 6.5 mM cAMP. AID 720707. Potency, µM (titrated, usually from 154 µM), for the others: at the highest dose activation, most hits filed as activators; further: potency means the concentration at half of the fitted maximal effect; nearly all actives have a fitted effect of over 60% in size
Target sequence (O95398 whole entry, looked up): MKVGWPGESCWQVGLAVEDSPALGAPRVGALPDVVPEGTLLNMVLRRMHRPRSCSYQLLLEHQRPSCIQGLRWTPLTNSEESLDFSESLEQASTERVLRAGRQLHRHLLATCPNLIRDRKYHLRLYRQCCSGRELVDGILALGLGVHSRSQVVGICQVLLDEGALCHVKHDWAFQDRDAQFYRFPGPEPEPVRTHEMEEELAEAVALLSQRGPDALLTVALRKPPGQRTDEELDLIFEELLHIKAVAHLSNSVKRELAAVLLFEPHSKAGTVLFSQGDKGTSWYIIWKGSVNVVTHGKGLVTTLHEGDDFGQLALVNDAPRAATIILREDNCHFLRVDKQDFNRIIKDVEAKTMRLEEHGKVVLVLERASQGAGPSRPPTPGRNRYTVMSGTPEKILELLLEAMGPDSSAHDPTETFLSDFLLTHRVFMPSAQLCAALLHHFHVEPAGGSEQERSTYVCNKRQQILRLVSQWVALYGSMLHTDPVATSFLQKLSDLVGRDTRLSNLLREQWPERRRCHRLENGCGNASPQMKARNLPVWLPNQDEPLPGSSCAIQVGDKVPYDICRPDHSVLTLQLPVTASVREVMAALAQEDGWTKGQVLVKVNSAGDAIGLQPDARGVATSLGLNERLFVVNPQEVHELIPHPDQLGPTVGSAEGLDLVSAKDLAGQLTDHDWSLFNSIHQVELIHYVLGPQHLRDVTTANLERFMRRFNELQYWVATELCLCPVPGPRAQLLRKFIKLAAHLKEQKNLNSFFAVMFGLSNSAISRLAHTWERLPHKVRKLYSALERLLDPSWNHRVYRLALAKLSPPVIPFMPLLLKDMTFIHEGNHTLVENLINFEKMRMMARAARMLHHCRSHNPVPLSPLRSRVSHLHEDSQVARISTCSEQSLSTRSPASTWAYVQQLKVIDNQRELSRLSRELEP
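Read-out is the fluorescence drop as BODIPY-GDP leaves Rap1B (480 nm excitation, 540 nm emission), recorded every 5 minutes over 30 minutes. Reactions held 100 nM EPAC1, 250 nM Rap1B–BODIPY-GDP and 50 uM GDP, with 6.5 mM cAMP setting full activation.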
EPAC2 agonist: EPAC2 (human) agonism | Q8WZA2 | EPAC2 activation, biochemical qHTS; response scale: 100% = 6.5 mM cAMP response | Potency, µM (highest dose often 154 µM), for inactives: at the highest dose activation, most hits filed as activators | actives 0.079% (n = 360,000); further: potency means the concentration at half of the fitted maximal effect; nearly all actives have a fitted effect of over 50% in size
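Exchange assay: 100 nM EPAC2 with 250 nM Rap1B-BODIPY-GDP and 50 uM GDP. Fluorescence (ex 480/em 540 nm) read every 5 min for 30 min at room temperature. Data normalized to 6.5 mM cAMP as agonist control.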
IL2 activator: activates IL-2 in a cell-based reporter assay | IL-2 activation reporter assay, cell-based qHTS; stimulated with anti-CD3/CD4/CD28 beads; in transgenic mouse T cells | activation, % (series mostly up to about 46 µM) | actives 0.065% (n = 360,000); in the data active means activation above about 50%; inconclusive means mostly about 30% to 49%; further: 0% is about no effect
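Using fluorescent plate cytometry, EGFP and DsRed are detected in transgenic mouse T cells stimulated 18 h at 37 degrees C with antibody-coated beads after 60 min compound pretreatment.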
WRN helicase inh: blocks human WRN helicase | Q14191 | WRN helicase unwinding, fluorescent forked duplex, kinetic | Potency, µM (series often up to 114 µM), without a hit: at the top dose activity change, negative = inhibition, usual class: inhibitors | actives 0.46% (n = 360,000) | AID 651768; further: potency means the concentration at half of the fitted maximal effect; on the % scale 0 is the no-effect control and ±100 the full control effect; nearly all actives have a fitted effect of over 55% in size
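WRN at 20 nM final preincubated with compound 15 min at room temperature; reaction started with 100 nM fluorophore/quencher forked duplex oligonucleotide and 2 mM ATP final. Unwinding followed kinetically by red fluorescence (ex 525, em 598 nm).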
CCT modulator: modulators of cytosolic chaperonin (CCT/TRiC) activity; purified chaperonin ATPase assay, HTRF ADP detection, 30 min; activity change, % (concentration not given with the values), hits read low; actives 0.3% (n = 360,000); in the data active means activity change below about -30%; further: on the % scale 0 is the no-effect control and ±100 the full control effect
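ATPase activity: ADP formed was measured by HTRF Transcreener (665/615 nm ratio) after 30 min at 37 deg C with 10 uM ATP. Compounds screened at one 76 uM concentration against 40 or 20 nM TRiC in Tris pH 7.4/KCl/MgCl2/DTT buffer.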
PI5P4Ka inh: PI5P4K alpha (human) kinase inhibition. PI5P4Kalpha enzyme, ADP-Glo luminescence, 60 min; stronger effect = lower value. max response, %. actives 1.2% (n = 330,000). AID 652105; active means max response of -50% or lower; inconclusive means between -30% and -50%; inactive means -30% or higher; further: value at the top dose of about 77 µM; on the % scale 0 is the no-effect control and ±100 the full control effect
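Compounds were pin-transferred onto PI5P4Kalpha and substrate in HEPES pH 7.4 buffer with EGTA, CHAPS and 5% DMSO. ATP (5 microM final) started the reaction, which ran 60 minutes at room temperature before ADP-Glo detection.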
PLK1 PBD block: blocks phosphopeptide binding to human PLK1 polo-box domain | Potency, µM, for inactives: max response, negative = inhibition, hits mostly inhibitors | Plk1 PBD binding of FITC phosphopeptide, fluorescence polarization | actives 2.8% (n = 360,000) | AID 720504 | P53350; further: potency means the concentration at half of the fitted maximal effect; series mostly up to about 57 µM; on the % scale 0 is the no-effect control and ±100 the full control effect; nearly all actives have a fitted effect of over 65% in size
EPAC1 antagonist: antagonists of human EPAC1; O95398; EPAC1 GEF assay, Rap1b-BODIPY-GDP exchange fluorescence; Potency, µM (doses to about 115 µM), inactives show top-dose activity change, negative = inhibition, usual class: inhibitors; actives 0.14% (n = 360,000); AID 720709;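 further: potency means the concentration at half of the fitted maximal effect; plate controls were vehicle for no effect and positive control for full effect; nearly all actives have a fitted effect of over 50% in size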
Numbers without * were called inactive; ? = inconclusive; · = no result given; [ ] = remark or other dose. Unless noted, the call rests on the fitted dose curve; in most records, active means well fitted curve in the direction sought with a large enough effect; inconclusive means small, poorly fitted or top-dose-only effect, or another doubt; inactive means no such curve, though single readings can be large; an effect the other way counts as inactive or inconclusive.

SMILES	EPAC1 agonist	EPAC2 agonist	IL2 activator	WRN helicase inh	CCT modulator	PI5P4Ka inh	PLK1 PBD block	EPAC1 antagonist
CCNC(=S)N1CCN(Cc2ccccc2)CC1	8%	1%	6.3	10%	2.7	-5	-1%	-5%
CC(C)c1ccc(NC(=S)NN2C(C)CCCC2C)cc1 (stereo not given)	-1%	12%	-0.5	0%	2.0	3	-14%	-2%
CC(=O)Nc1cc(C(=O)N2CCc3ccccc3C2)ccc1Sc1ccc(Cl)cc1	13%	10%	0.5	-13%	0.8	2	0%	?
Nc1nc(SCc2cccc([N+](=O)[O-])c2)n[nH]1	8%	2%	-0.5	-5%[57.1 µM]	-0.1	3	-9%	4%
Cc1ccccc1NC(=S)N(CCCN1CCC(C)CC1)Cc1ccco1	1%	-1%	-1.8	-7%	-0.7	0	-12%	-20%
O=C(NCc1ccco1)C1CCN(Cc2ccc(F)cc2)CC1	11%	6%	-0.1	-23%	-0.7	-7	-7%	6%
O=C(CC(=O)c1ccccc1)Nc1cc(C(F)(F)F)ccc1Cl	-2%	-3%	-0.1	10%	-3.7	-7	-3%	1%
Cc1scc(C(=O)NNC(=O)CCC(=O)O)c1C	-1%	9%	-0.3	4%[57.1 µM]	-3.4	2	-9%	-11%
CCOC(=O)c1ccc(N2CCN(c3ccc(F)cc3)CC2)c(NC(=O)Nc2cccc(OC)c2)c1	-4%	-2%	4.0	-31%[57.1 µM]	-0.2	6	5%	8%
O=C(N/N=C/c1c[nH]c2ccc(Br)cc12)c1ccn(Cc2ccc(Cl)cc2)n1	4%	5%	-7.1	-23%	-0.6	-9	-8%	-9%
COc1ccc(OCC(=O)c2c[nH]c3ccccc23)cc1	-1%	-8%	0.1	9%	3.6	0	-3%	-5%
CCc1cccc(N(C)C(N)=Nc2cccc3ccccc23)c1	1%	1%	0.0	8%	-0.2	-3	-2%	11%
Cc1ccc(CN2CCN(Cc3ccccn3)CC2CCO)cc1 (stereo not given)	6%	-4%	-1.7	2%	2.8	9	-4%	?
COc1ccc(NC(=O)CNc2cc(S(=O)(=O)N3CCOCC3)ccc2NCC2CCCO2)cc1 (stereo not given)	2%	7%	-1.5	-2%	0.8	-9	-16%	-1%
CN(Cc1ccccc1F)c1cc2c(c3c1ccn3C)C1CCC2O1 (stereo not given)	4%	11%	-0.5	-1%	-1.0	0	-4%	-14%
CCC(CO)NCc1cc(OC)c(OCC(=O)NCCc2ccccc2)cc1Br (stereo not given)	-5%	5%	3.6	-1%	0.7	0	-2%	3%
COc1ccccc1NC(=O)c1ccc(-n2cccn2)c([N+](=O)[O-])c1	7%	10%	0.5	-6%	-0.4	6	-12%	-18%
O=C(NCC1CCCO1)c1cc2n(n1)C(C(F)(F)F)CC(c1ccc(Br)cc1)N2 (stereo not given)	-10%	-10%	-0.8	6%	0.3	·	-2%	-1%
COc1ccc(NC(C)=O)cc1NC(=O)c1ccc2ccccc2c1	-3%	-1%	-4.2	1%	0.8	6	1%	-8%
COc1ccc([N+](=O)[O-])cc1NC(=O)CCNC(=O)Cn1ccc2ccccc2c1=O	6%	7%	-0.4	-2%	1.8	-2	-11%	14%
O=C1CCCN2N=C(SCC(=O)Nc3ccc(Cl)cc3)SC2=N1	-3%	-1%	-4.2	-2%	-0.2	-20	-23%	16%
CC1(C)CC(=O)C2=C(C1)N(Cc1ccco1)C(=O)C2(NC(=O)c1ccc(Cl)cc1Cl)C(F)(F)F (stereo not given)	3%	-15%	-1.0	1%	-1.2	·	3%	-1%
CCN1CCN(c2nc(-c3cccs3)nc3ccccc23)CC1	-3%	9%	1.1	-24%	-0.1	-6	-4%	5%
COc1cc(CC(=O)OCn2nnc3ccccc3c2=O)cc(OC)c1OC	10%	9%	-1.0	0%	-0.7	4	-21%	-20%
CCc1nc2ccc(C(=O)Nc3ccc(C(N)=O)cc3)cn2c1N(C)CCC(C)C	-28%	5%	-1.0	3%	-2.1	-5	-11%	-10%
Cc1cccc(N2C(=O)c3ccccc3C2=O)n1	8%	12%	-3.4	-2%	-6.1	2	-1%	-6%
CN(C)c1ccc(C(=S)N2CCOCC2)cc1Br	-8%	2%	-1.4	5%	-13	-10	?	-8%
COc1ccc(/C=N/n2c(C)nc3ccccc3c2=O)cc1	11%	5%	1.3	-4%	-0.5	3	-5%	5%
COc1ccc(C(CNC(=O)C2CC2)N(C)C)cc1 (stereo not given)	-2%	3%	-1.3	4%	-0.4	0	-5%	-1%
CCN(CC)C(=O)COc1ccc(-c2nnc(N3CCCCC3)c3ccccc23)cc1	11%	15%	-1.0	6%	-2.5	·	-5%	3%
CC(C)(CO)NCc1c(OCc2ccc(Cl)cc2)ccc2ccccc12	-3%	3%	-1.1	-1%	-0.7	-2	-13%	-15%
Cc1cc(SCNC(=O)c2ccccc2)ncn1	-3%	10%	-0.8	0%	-2.5	·	-25%	8%
CCOC(=O)c1ccc(NC(=O)c2cn(-c3ccccc3)nc2-c2ccncc2)cc1	10%	5%	1.5	-8%	-0.5	1	0%	3%
COc1cccc(N2CCN(CC(=O)Nc3ccccc3C(=O)NCc3ccccc3)CC2)c1	15%	18%	-0.2	-8%	-2.1	12	-1%	-12%
Cc1cc(C)cc(NC(=O)c2ccc(S(=O)(=O)C(F)F)cc2)c1	6%	6%	-1.8	-4%	-1.4	5	-5%	?
CCc1cccc(OCCn2nc(C(=O)O)c3ccccc3c2=O)c1	16%	15%	-4.0	?	-1.6	1	-19%	-22%
CCN(CC(=O)Nc1ccccc1C(F)(F)F)C(=O)CCc1ccccc1	7%	2%	1.3	-11%	0.2	9	?	-12%
CSCCC1COC(c2cccs2)=N1 (stereo not given)	6%	11%	0.7	-1%	-3.0	1	-6%	6%
COc1ccc(C2Nc3ccccc3C(=O)N2NS(C)(=O)=O)cc1OC (stereo not given)	-6%	1%	0.2	-7%	0.8	0	7%	1%
N=c1c[n+](N2CCOCC2)[n-]o1	-12%	8%	0.9	3%	-1.7	1	?	11%
CN1CC(=O)N(CC(=O)Nc2cccc3ccccc23)C1=O	-8%	-1%	1.0	5%	-1.4	-7	-3%	3%
O=C(Nc1nc(-c2ccccc2Cl)cs1)c1cccnc1	-5%	5%	0.5	-1%	0.6	·	1%	11%
O=C(OC(c1ccccc1)c1nccc2ccccc12)c1cccc([N+](=O)[O-])c1 (stereo not given)	4%	14%	-0.7	5%	-0.9	1	?	-7%
NC(CCc1ccccc1)c1csc(NC(=O)Nc2cccc(C(F)(F)F)c2)n1 (stereo not given)	6%	10%	-0.9	-1%	0.5	-23	-7%	-13%
Cn1c(=O)c2cc(NC(=O)Cc3cccnc3)ccc2n1-c1ccc2ccccc2c1	-1%	13%	-0.8	-10%	-2.0	-13	-4%	-5%

Overlap with the part before: four compounds, then new ones.
SMILES	EPAC1 agonist	EPAC2 agonist	IL2 activator	WRN helicase inh	CCT modulator	PI5P4Ka inh	PLK1 PBD block	EPAC1 antagonist
O=C(Nc1nc(-c2ccccc2Cl)cs1)c1cccnc1	-5%	5%	0.5	-1%	0.6	·	1%	11%
O=C(OC(c1ccccc1)c1nccc2ccccc12)c1cccc([N+](=O)[O-])c1 (stereo not given)	4%	14%	-0.7	5%	-0.9	1	?	-7%
NC(CCc1ccccc1)c1csc(NC(=O)Nc2cccc(C(F)(F)F)c2)n1 (stereo not given)	6%	10%	-0.9	-1%	0.5	-23	-7%	-13%
Cn1c(=O)c2cc(NC(=O)Cc3cccnc3)ccc2n1-c1ccc2ccccc2c1	-1%	13%	-0.8	-10%	-2.0	-13	-4%	-5%
CC(C)NC(=O)COc1ccc(/C=N/NS(=O)(=O)c2ccccc2)cc1	8%	1%	0.7	-4%	1.8	0	-6%	6%
COCCN(CCOC)C(=O)C1CCCN(S(=O)(=O)c2ccc(NC(=O)OC)cc2)C1 (stereo not given)	6%	6%	-0.4	1%	-0.9	0	-3%	7%
O=C(N/N=C/c1ccc(O)cc1)/C(=C/c1ccc([N+](=O)[O-])cc1)NC(=O)c1ccccc1	-1%	-9%	1.7	-6%	-2.0	-1	-3%	2%
Cc1ccc2nsnc2c1S(=O)(=O)N(Cc1cc2cccc(C)c2[nH]c1=O)CC1CCCO1 (stereo not given)	4%	7%	-0.2	2%	0.2	·	-4%	-19%
COc1cccc(Nc2nc(C)cc(C)c2C(N)=O)c1	-5%	8%	0.5	2%	-6.2	-4	6%	-4%
OC(c1cc(-c2ccc(Cl)cc2)nc2ccccc12)C1CCCCN1 (stereo not given)	-2%	7%	-4.2	6%	0.9	-6	-12%	-8%
CNC(=S)N1N=C(c2ccccc2)CC1c1ccc(OC)c(OC)c1 (stereo not given)	-1%	8%	-5.5	-13%	-6.4	0	-5%	-17%
O=C(COc1ccccc1)N1CCCC1	8%	12%	0.3	0%	-1.6	1	-13%	1%
O=C(CCC1CCCN(C(=O)Cn2cnnn2)C1)NCc1ccccc1F (stereo not given)	1%	-4%	0.0	3%	-1.9	-2	-5%	-2%
O=C(CCN1C(=O)C2C3CCC(C3)C2C1=O)Nc1ccc(Cl)cc1Cl (stereo not given)	1%	2%	0.3	-6%	-3.8	3	-4%	-6%
COCCn1c(SCC(=O)NC(=O)NC2CCCCC2)nc2ccccc2c1=O	-2%	5%	-0.8	2%	-1.3	6	0%	11%
Cc1ccc(C)c(N(CC(=O)Nc2cc(Cl)ccc2Oc2ccccc2)S(C)(=O)=O)c1	17%	2%	-0.5	-10%	-1.1	0	5%	-6%
COC(=O)c1cc(Oc2ccc(S(=O)(=O)N3CCOCC3)cc2[N+](=O)[O-])cc(C(=O)OC)c1	-4%	-3%	1.7	-9%	1.5	4	4%	-4%
O=C1NCCN1Cc1ccccc1F	5%	-1%	-2.2	3%	0.6	·	1%	11%
O=C1[C@@H](Oc2ccccc2)[C@@H](c2ccncc2)N1c1ccncc1	-19%	6%	0.5	-1%	0.8	2	-8%	-10%
O=C(O)CCS(=O)(=O)c1cc(Br)cc2c1N(C(=O)C1CC1)CC2	7%	8%	-0.2	-13%	-3.1	2	?	-24%
O=C(Oc1ccc2c(c1)OCO2)c1ccc(F)cc1Cl	16%	18%	0.0	6%	-0.6	·	-4%	-11%
CCOc1ccc(C(=O)Nc2nnc(S(=O)(=O)N3CCCCC3)s2)cc1	17%	7%	0.4	-5%	1.1	0	4%	-7%

This is a subset (hit frequency here may not be typical).
